Mdm2-MdmX inh: inhibitors of human Mdm2/MdmX interaction. inhibition, % at 8 µM. SaOS-2 split-luciferase Mdm2/MdmX complementation, luminescence. O15151+Q00987. 3% of 330,000 active;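 active means inhibition of at least 50% at 8 µM in the primary screen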
XBP1 UPR activ: activators of adaptive arm of unfolded protein response (XBP1). CHO-XBP1 luciferase reporter, IRE1-XBP1 UPR activation, luminescence; percent of tunicamycin response, DMSO as zero. activation, % at 20 µM. 0.33% of 330,000 active. AID 463104;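 active means versus positive control, 20 µM dose yields 30% or more activation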;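 further: 100% = tunicamycin at 10 µg/mL and 0% = DMSO only wells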
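assay system = CHO-XBP1 luciferase reporter cells | amount = 1000 cells/well | buffer or medium = F12 plus 10% FBS | compound dosing = single point, 20 µM final compound, 1% DMSO | incubation = 16-18 h cell attachment at 37 °C, then 6 h compound exposure | detection = Steady-Glo luminescence read | controls = tunicamycin 10 µg/mL and vehicle-only wells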
697 NFkB inh: lowers PMA/ionomycin-induced NF-kB signal in 697 B cells; 0.33% of 330,000 active; inhibition, % at 4 µM; 697 B-cell NF-kB luciferase reporter, 16 h; AID 435022; in the data active means inhibition above about 35%
Jurkat NFkB inh: lowers PMA/ionomycin-induced NF-kB signal in Jurkat cells | PMA/ionomycin-induced NF-kB luciferase reporter, luminescence | inhibition, % at 4 µM | 0.53% of 330,000 active | AID 435003; in the data active means inhibition above about 50%
Gli-Sufu block: blocks Gli-Sufu signaling in a luciferase reporter; Sufu-KO-LIGHT fibroblasts, Gli luciferase reporter luminescence; inhibition, % at 5 µM; 0.74% of 340,000 active;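 active means inhibition above about 55%, limit read from the data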;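 further: 0% = DMSO-treated cells and 100% = wells with medium but no cells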
EBI2 antag: EBI2 (human) antagonism; AID 651636; inhibition, % at 5 µM; 0.81% of 360,000 active; EBI2 beta-arrestin recruitment, luminescence, 7a,25-OHC stimulated; P32249; in the data active means inhibition above about 38%;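 further: enzyme fragment complementation signal reports receptor beta-arrestin coupling in cells; 0% = agonist plus DMSO wells and 100% = wells without agonist; some results beyond the cut were filed as inactive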
Target sequence (P32249 whole entry, looked up, the tested form may be a part): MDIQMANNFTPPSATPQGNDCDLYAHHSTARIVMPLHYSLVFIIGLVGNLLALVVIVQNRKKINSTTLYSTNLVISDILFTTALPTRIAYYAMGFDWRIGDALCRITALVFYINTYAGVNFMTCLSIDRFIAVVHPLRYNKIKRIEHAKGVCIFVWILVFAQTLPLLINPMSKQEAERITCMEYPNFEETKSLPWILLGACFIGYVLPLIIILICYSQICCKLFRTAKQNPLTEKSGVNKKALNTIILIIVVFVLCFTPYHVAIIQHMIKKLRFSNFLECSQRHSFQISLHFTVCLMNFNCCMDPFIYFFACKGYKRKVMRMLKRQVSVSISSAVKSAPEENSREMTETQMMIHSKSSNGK
CHOP UPR activ: apoptotic UPR (CHOP) activation; 0.34% of 330,000 active; activation, % at 10 µM; AID 449763; CHO-CHOP luciferase reporter, luminescence; percent of tunicamycin response over DMSO baseline;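 active means at 10 µM dose, activation of 40% or more, normalized to positive control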;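 further: 100% = tunicamycin at 10 µg/mL and 0% = DMSO alone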
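System: CHO-CHOP luciferase reporter cell line | Buffer or medium: F12 medium containing 10% fetal bovine serum | Doses: One dose, 10 µM in 0.5% DMSO | Times: 6 h compound exposure at 37 °C after overnight seeding | Signal: Luciferase luminescence | Read-out: % activation vs tunicamycin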
CXCR6 inh: CXCR6 (human) receptor inhibition; inhibition, % at 20 µM; AID 602244; CHO-K1 PathHunter CXCR6 beta-arrestin, luminescence; O00574; 0.36% of 360,000 active; in the data active means inhibition above about 34%, passing the limit was not always enough;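 further: antagonist mode with CXCL16 agonist at 10 nM final; 0% = 10 nM CXCL16 with DMSO and 100% = unstimulated wells without agonist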
Target sequence (O00574 whole entry, looked up): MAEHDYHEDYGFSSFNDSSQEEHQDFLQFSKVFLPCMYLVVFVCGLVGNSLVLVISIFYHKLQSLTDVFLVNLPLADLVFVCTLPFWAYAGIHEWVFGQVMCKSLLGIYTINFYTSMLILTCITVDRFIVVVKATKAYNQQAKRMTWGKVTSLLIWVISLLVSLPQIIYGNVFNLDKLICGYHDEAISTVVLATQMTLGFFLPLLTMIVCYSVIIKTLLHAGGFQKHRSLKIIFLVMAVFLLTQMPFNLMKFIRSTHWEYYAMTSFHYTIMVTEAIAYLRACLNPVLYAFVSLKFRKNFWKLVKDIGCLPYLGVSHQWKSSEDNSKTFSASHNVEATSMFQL
CCR6 antag: CCR6 (human) receptor antagonism | inhibition, % at 20 µM | CHO-K1 CCR6 PathHunter beta-arrestin, luminescence, CCL20-stimulated | P51684 | 0.49% of 340,000 active;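 active means compounds whose inhibition of the agonist-driven luminescence signal at 20 µM reaches about 50%, limit read from the data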;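 further: cells stimulated with CCL20 at 14 nM final; plate controls were DMSO with CCL20 for no effect and DMSO without agonist for full effect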
Target sequence (P51684 whole entry, looked up): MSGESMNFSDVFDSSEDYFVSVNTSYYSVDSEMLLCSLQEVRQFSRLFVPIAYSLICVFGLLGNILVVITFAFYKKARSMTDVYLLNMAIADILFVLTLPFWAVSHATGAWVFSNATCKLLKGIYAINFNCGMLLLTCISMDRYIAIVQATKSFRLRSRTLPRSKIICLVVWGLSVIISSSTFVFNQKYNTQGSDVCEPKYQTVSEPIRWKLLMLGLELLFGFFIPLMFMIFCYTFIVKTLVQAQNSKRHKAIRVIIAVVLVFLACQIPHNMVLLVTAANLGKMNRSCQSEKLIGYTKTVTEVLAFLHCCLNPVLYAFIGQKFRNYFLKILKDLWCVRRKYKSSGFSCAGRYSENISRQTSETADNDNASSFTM
The depositor's hits bear a star; x = no result given.

entry | smiles | XBP1 UPR activ | 697 NFkB inh | Mdm2-MdmX inh | CHOP UPR activ | EBI2 antag | CXCR6 inh | Gli-Sufu block | CCR6 antag | Jurkat NFkB inh
1 | CC(C)(C)c1csc(NNC(=O)c2ccc(Br)cc2)n1 | 1 | -12 | 64* | 3.8 | 17 | 4 | -18 | 9 | -17
2 | COc1ccc(S(=O)(=O)Nc2nc3c(s2)C(=O)CC(C)(C)C3)cc1 | 1 | 7 | 13 | -0.5 | -8 | 2 | -17 | -2 | -13
3 | CN=c1scc(-c2cccs2)n1/N=C/c1ccccc1O | -6 | -15 | 95* | -10 | 26 | -1 | 81* | 11 | 77*
4 | CC1=N/C(=C\c2ccc([N+](=O)[O-])cc2)C(=O)N1c1ccc(F)cc1F | -1 | -16 | 8 | 1.7 | -8 | -11 | -7 | 5 | 9
5 | O=C(N/N=C/c1ccncc1)C1CC1(c1ccccc1)c1ccccc1 (stereo unspecified) | 2 | 3 | 35 | 0.1 | 1 | 6 | 3 | 11 | 9
6 | Cc1ccc(N2C(N)=C(C#N)C(c3ccsc3)C3=C2CC(C)(C)CC3=O)cc1 (stereo unspecified) | 3 | 0 | -16 | 0.1 | 13 | -4 | 18 | 14 | -6
7 | CCc1ccc(OCCCC(=O)Nc2nnc(C3CCCO3)s2)cc1 (stereo unspecified) | 1 | 19 | -5 | -1.6 | -2 | 3 | -7 | 0 | 8
8 | Cc1cc(C(=O)NCCC2=CCCCC2)ccc1[N+](=O)[O-] | 4 | -78 | -69 | 7.5 | 19 | 1 | -54 | 6 | -67
9 | CC1(C)CC(=O)c2c(O)cc(OCc3ccc(Br)cc3)cc2O1 | 2 | -137 | -106 | 5.0 | 16 | 10 | 96* | 2 | -153
10 | COc1ccc(S(=O)(=O)NNC(=O)C2Cc3c(ccc4ccccc34)O2)cc1 (stereo unspecified) | 2 | -30 | 12 | 1.0 | -2 | -13 | 15 | -19 | 5
11 | O=C(CCc1ccccc1)NC(NC(=S)Nc1cccc(Cl)c1)C(Cl)(Cl)Cl (stereo unspecified) | -1 | 5 | 24 | 9.8 | 7 | 0 | 3 | -1 | 11
12 | COc1cccc(NC(=O)Cn2nnc(C(=O)NCc3ccc4c(c3)OCO4)c2N)c1 | -2 | 9 | -6 | 2.9 | -6 | 6 | 25 | 14 | 4
13 | N#Cc1c(C(F)(F)F)cc(-c2ccccc2)[nH]c1=O | 0 | 11 | -9 | -1.2 | -2 | -6 | 4 | -7 | 5
14 | CC(C)(O)[C@H](O)Cc1cc2ccc(=O)oc2cc1O[C@@H]1O[C@H](CO)[C@@H](O)[C@H](O)[C@H]1O | -4 | 18 | 10 | -2.1 | 3 | -7 | 3 | -15 | -7
15 | O=[N+]([O-])c1cccc(-c2noc(-c3ccco3)n2)c1 | 2 | -85 | -67 | 4.2 | -7 | 2 | -41 | 7 | -79
16 | COc1ccc(-n2c(SCC(=O)NCC3CCCO3)nc3c(c2=O)SCC3)cc1OC (stereo unspecified) | -9 | 5 | 13 | 1.2 | 9 | -20 | 4 | 18 | 5
17 | COc1cccc(-c2nc(CS(=O)(=O)CC(=O)Nc3c(C)cccc3C)c(C)o2)c1 | 0 | 5 | 1 | 0.0 | -1 | 4 | -3 | -4 | 4
18 | COc1ccc(NC(=O)c2c(N)no[n+]2[O-])cc1 | -1 | -7 | -21 | 2.0 | -3 | 0 | -9 | 5 | 27
19 | CC1CCCCN1C(=O)CSc1nc2ccsc2c(=O)n1Cc1ccccn1 (stereo unspecified) | 1 | 16 | -12 | 1.4 | 7 | 8 | 4 | -4 | -21
20 | CCCc1nc2nc(C)c(NS(=O)(=O)c3ccc(F)cc3)c(=O)n2[nH]1 | 0 | 1 | 16 | 0.9 | -3 | -7 | -5 | 16 | 13
21 | CCN1C(=NCCc2cccs2)N[C@@H](c2cccs2)C(C(=O)OC)=C1C | -1 | -7 | 8 | 0.1 | 0 | 7 | 24 | 18 | 16
22 | CCCNc1c(NC(=O)COc2ccc(Cl)cc2)c(=O)oc2ccccc12 | -2 | -4 | 5 | -0.2 | -1 | 2 | 17 | -10 | 1
23 | CC1(C)CC(=O)C2=C(C1)OC(N)=C(C#N)C21CCN(C(=O)OCc2ccccc2)CC1 | -5 | -9 | -6 | 0.4 | -10 | -13 | -2 | 15 | 5
24 | CN1C[C@H]2CON(C)[C@H]2C[C@H]1c1cccc(-c2ccccc2)c1 | x | x | x | x | 2 | 3 | 6 | 8 | x
25 | CCOC(=O)N1CCN(Cc2nc(N)nc(Nc3ccc(OCC)cc3)n2)CC1 | 0 | 8 | -9 | 0.6 | -6 | -4 | 1 | 8 | 7

Screen by screen, as entered above.
Nos. 3–12 in CHOP UPR activ, in turn: -10, 1.7, 0.1, 0.1, -1.6, 7.5, 5.0, 1.0, 9.8, 2.9
Nos. 3–12 in CCR6 antag, in turn: 11, 5, 11, 14, 0, 6, 2, -19, -1, 14

Later entries.
entry | smiles | XBP1 UPR activ | 697 NFkB inh | Mdm2-MdmX inh | CHOP UPR activ | EBI2 antag | CXCR6 inh | Gli-Sufu block | CCR6 antag | Jurkat NFkB inh
26 | Cc1ccc(C)c(C(=O)COC(=O)Cn2[nH]c(=O)c3ccccc3c2=O)c1 | -4 | 21 | 7 | -2.2 | 6 | 0 | -4 | 15 | -4
27 | Cc1cc(/C=C2\C(=N)N3N=C(S(C)(=O)=O)SC3=NC2=O)c(C)n1Cc1ccccc1 | -4 | -5 | 6 | -1.8 | 8 | 1 | -5 | 3 | -9
28 | Cc1ccc(NC(=O)c2cccnc2C(=O)O)nc1 | 0 | -4 | -22 | 0.7 | 2 | 4 | 9 | -1 | -15
29 | Cn1nnc2sc3c(c2c1=O)CCCC3 | 1 | 23 | -2 | 0.1 | -10 | 0 | -9 | -13 | -1
30 | O=P(CCC(F)(F)F)(CCC(F)(F)F)CCC(F)(F)F | -2 | 14 | 6 | -0.4 | -5 | -2 | 3 | 4 | -12
31 | CCCCCN(C(=O)CCC(=O)OCC(=O)Nc1cccc(CC)c1)c1c(N)n(CCCC)c(=O)[nH]c1=O | -2 | 11 | 18 | -0.3 | -1 | -2 | -3 | 12 | 4
32 | COc1ccc(NC(=O)Cc2ccccc2)cc1 | 3 | -29 | -21 | 5.2 | -13 | -1 | -34 | 6 | -14
33 | COc1cc(OC)c2c(c1)OC(=O)CC2c1cc(OC)c(OC)c(OC)c1 (stereo unspecified) | -2 | -6 | -17 | 1.6 | 2 | 1 | -12 | 6 | x
34 | COc1ccc(CN2CCN(C(=O)Cn3ncn4cccc4c3=O)CC2)c(OC)c1OC | 2 | -17 | 9 | 1.3 | 0 | -2 | 16 | 4 | 5
35 | COc1ccc(OC)c(CN2CCCC(C(=O)c3ccccc3SC)C2)c1 (stereo unspecified) | -1 | -17 | -8 | -1.7 | 2 | 11 | 3 | 9 | -9
36 | COc1ccc(C(=O)N2CC(=O)Nc3ccccc32)cc1S(=O)(=O)N1CCOCC1 | -1 | 23 | -5 | 0.1 | -5 | -6 | 5 | 3 | 11
37 | CCOc1cc(C(=O)O)cc(Cl)c1OCC#N | -1 | 10 | 2 | 1.7 | -5 | -3 | 9 | -2 | 18
38 | CCOc1ccccc1NC(=O)CN1C(=O)NC(Cc2c[nH]c3ccccc23)C1=O (stereo unspecified) | 2 | 4 | 6 | 0.4 | -1 | 3 | 3 | -1 | 1
39 | CC1CCC2(CC1)NC(=O)N(CC(=O)NC(C)c1ccc(F)c(F)c1)C2=O (stereo unspecified) | -1 | -3 | 4 | -2.8 | -5 | -8 | -28 | -8 | -14
40 | COc1ccc(C2CC(c3ccc(F)cc3)n3nc(NC(=O)c4ccco4)nc3N2)cc1 (stereo unspecified) | -6 | 14 | -8 | 1.8 | 0 | 5 | -10 | -7 | -13
41 | Cc1ccc(-c2cc(=O)[nH][nH]2)c(C)c1 | 0 | 0 | -11 | 0.2 | 7 | 2 | 0 | 4 | 3
42 | O=C(NC(c1ccccc1)c1ccccc1)c1ccc(S(=O)(=O)C(F)F)cc1 | -5 | 24 | 22 | -4.2 | 0 | 10 | 1 | 17 | 7
43 | CCOc1ccc(NC(=O)N2CCC(C(=O)c3ccc(F)cc3)CC2)cc1 | -1 | -22 | -7 | 0.3 | 17 | 0 | 6 | 6 | 12
44 | CCS(=O)(=O)n1nc(NCc2cccc(OC)c2)nc1NCc1cccc(OC)c1 | -2 | 7 | 11 | -0.9 | -6 | 8 | 11 | 2 | -1
45 | Cc1ccc2cc(C#N)c(NCCNC(=O)C3CC3)nc2c1C | 1 | 11 | -8 | 2.1 | 11 | -1 | 10 | -1 | 12
46 | COc1cccc(-c2nc3ccc(C(=O)N4CCCC(O)C4)cc3o2)c1 (stereo unspecified) | 0 | -90 | -52 | 2.1 | 0 | -13 | -73 | 2 | -87
47 | Cc1ncoc1C(=O)N1CCCC(C(=O)c2cccc(OC(C)C)c2)C1 (stereo unspecified) | -1 | 7 | 17 | -1.5 | 8 | -9 | 3 | 8 | 3
48 | COc1ccc(-n2c(C)nc3cc(C(=O)NCc4ccc5c(c4)OCO5)ccc32)cc1 | -1 | 6 | 3 | 1.8 | 9 | 6 | 6 | 14 | 3
49 | CCOc1ccc(Nc2nc(N3CCCC3)nc(N3CCN(c4ccc(OC)cc4)CC3)n2)cc1 | 0 | 11 | 9 | 1.4 | 28 | 9 | 4 | -5 | 3
50 | CCC(C(=O)Nc1ccc(S(=O)(=O)N2CCN(C)CC2)cc1)c1ccccc1 (stereo unspecified) | -5 | -17 | 13 | -0.5 | -2 | -4 | 8 | 6 | -21
51 | Cn1c2c(c(=O)n(C)c1=O)C(CC(=O)Nc1ccccc1F)C(=O)N2 (stereo unspecified) | 1 | -5 | -1 | -0.5 | -4 | -3 | 4 | 4 | -7
52 | COc1ccc(C2(CNC(=O)c3ccccc3[N+](=O)[O-])CCOCC2)cc1 | -1 | -4 | -8 | 0.5 | 0 | -8 | 6 | -5 | 11
53 | CCOC(=O)c1cc(C#N)c(N2CCCNCC2)nc1C(F)(F)F | 4 | -2 | 0 | -3.3 | -8 | -1 | 1 | -4 | 17
54 | O=C(O)CC/C(=C\c1ccc(N2CCCC2)c([N+](=O)[O-])c1)c1nc2ccccc2s1 | -2 | -10 | -5 | -1.8 | 5 | 4 | -2 | 21 | -9
55 | COC(=O)CCC(=O)NC(=S)Nc1ccc(S(=O)(=O)Nc2cc(OC)nc(OC)n2)cc1 | -1 | 1 | -10 | -0.8 | -14 | -1 | 6 | 25 | -3
56 | C=CCn1cc(C(=O)OCC)c(=O)c2ccc(F)cc21 | 0 | 0 | 17 | -1.5 | -4 | -1 | -6 | 7 | -7
57 | O=C(CN1CCN(C(=O)C2CCCO2)CC1)Nc1ccc(F)cc1 (stereo unspecified) | -5 | -6 | 17 | -1.3 | 0 | 1 | 3 | -5 | 7
58 | COc1ccc(-c2ccc(C#N)c(SCC(=O)Nc3sc4c(c3C#N)CCC4)n2)cc1OC | 41* | -49 | 97* | 28 | 4 | 8 | 11 | 30 | -15

Single values from the results shown.
COC(=O)CCC(=O)NC(=S)Nc1ccc(S(=O)(=O)Nc2cc(OC)nc(OC)n2)cc1 in CHOP UPR activ has -0.8
COc1ccc(C2(CNC(=O)c3ccccc3[N+](=O)[O-])CCOCC2)cc1 in CXCR6 inh has -8
O=C(CN1CCN(C(=O)C2CCCO2)CC1)Nc1ccc(F)cc1 (stereo unspecified) in 697 NFkB inh has -6

Screening results: PubChem, Sanford-Burnham Center for Chemical Genomics
